Screens as filed in PubChem.
CXXC DNA block = MLL CXXC-DNA interaction inhibition | Q03164 | MLL-CXXC / FITC-HOXA9 DNA fluorescence polarization | Potency, µM (top dose mostly 115 µM), inactives show top-dose activity change, negative = inhibition, actives largely listed as inhibitors | 290,000 tested, 0.037% active; active = well fitted inhibition curve with a large enough effect in the polarisation, with a control signal flat, not every such curve was filed as active; inconclusive = small, poorly fitted or top-dose-only effect, or effect the other way, or a change in a side signal; inactive = no such curve, though single readings can be large or run the other way; the % refers to the polarisation; note: potency is the fitted concentration of half-maximal effect
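Fluorescence polarization: 7 uM MLL-CXXC (stock) preincubated 5 min with compounds, then 50 nM fluorescein-HOX-A9 DNA (stock) added; 30 min ambient. Buffer 50 mM Tris-HCl pH 7.5, 50 mM NaCl, 1 mM DTT, 0.05% BSA.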
TSHR antagonist = human thyrotropin receptor antagonism; P16473; TSHR-expressing cells, TSH-stimulated cAMP HTRF, 2 h; stronger effect = lower value; activity change, negative = inhibition, % at 11.5 µM; 330,000 tested, 0.2% active;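 active = activity change below a set negative limit, meaning inhibition stronger than a set level, cut at about -70% in these data; inconclusive = activity change between two set negative limits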; note: % is set by controls: 0 for no effect and ±100 for the full control effect
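Read-out is FRET at 665 nm (cryptate excitation 337 nm) from a cryptate-tagged anti-cAMP antibody, competed by cell cAMP against cAMP-d2. Compounds are tested on freshly harvested TSHR cells challenged with 4nM TSH (EC80) for 2 hours at 37 deg C.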
TSG101-PTAP inh = blocks PTAP/TSG101 interaction to inhibit HIV-1 budding; Potency, µM (doses to about 115 µM), without a hit: top-dose activity change, negative = inhibition, hits mostly inhibitors; 340,000 tested, under 10 active; Fluorescence polarization, FITC-PTAP peptide / Tsg101 binding; AID 493005; active = well fitted inhibition curve with a large enough effect in the main read-out, with a control signal flat, not every such curve was filed as active; inconclusive = small, poorly fitted or top-dose-only effect, or effect the other way, or a change in a side signal; inactive = no such curve, though single readings can be large or run the other way; note: potency is the fitted concentration of half-maximal effect; % of control where 0% means no effect
Target sequence (Q99816 whole entry, looked up): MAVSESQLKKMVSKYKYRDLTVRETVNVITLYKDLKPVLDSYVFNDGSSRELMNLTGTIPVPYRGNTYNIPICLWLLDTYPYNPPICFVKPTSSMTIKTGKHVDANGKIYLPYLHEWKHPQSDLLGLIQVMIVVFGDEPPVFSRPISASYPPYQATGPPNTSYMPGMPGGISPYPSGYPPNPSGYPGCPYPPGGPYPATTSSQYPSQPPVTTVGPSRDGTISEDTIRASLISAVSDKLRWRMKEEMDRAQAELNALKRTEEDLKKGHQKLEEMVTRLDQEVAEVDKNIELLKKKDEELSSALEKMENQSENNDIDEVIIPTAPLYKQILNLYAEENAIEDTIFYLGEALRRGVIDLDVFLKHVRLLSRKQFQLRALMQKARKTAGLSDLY
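Fluorescence polarization binding of Tsg101 binding domain (10 uM final) to FITC-labeled PTAP peptide (50 nM final) in HEPES pH 7.5 buffer with NaCl, Tween 20, EDTA, TCEP. Compounds added before peptide; binding 20 min at RT.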
Mito fusion act = inhibitors of mitochondrial division or activators of mitochondrial fusion; S. cerevisiae fusion-defective mutant growth rescue, CellTiterGlo 48 h; Potency, µM (highest dose often 46.1 µM), without a hit: at the top dose growth rescue (activation), most hits filed as activators; 320,000 tested, 0.23% active;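 note: potency is the fitted concentration of half-maximal effect; % of control where 0% means no effect; nearly all actives have a fitted effect of over 45% in size; temperature-sensitive fusion mutants such as fzo1-1 at 37 °C on non-fermentable ethanol glycerol medium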
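Compounds are tested for their ability to restore growth of mitochondrial fusion-defective yeast strains at non-permissive 37C in YPEG medium over 48 hours. Viability is quantified by luciferase luminescence.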
MBNL1-CUG inh = MBNL1-poly(CUG) RNA binding inhibition | Potency, µM (highest dose often 57.5 µM), for the others: at the top dose activity change, negative = inhibition, hits mostly inhibitors | AID 2675 | TR-FRET MBNL1-His/biotin-(CUG)12 binding, 665/545 ratio | 280,000 tested, 0.036% active; active = well fitted inhibition curve with a large enough effect in the signal ratio, with a control signal flat, not every such curve was filed as active; inconclusive = small, poorly fitted or top-dose-only effect, or effect the other way, or a change in a side signal; inactive = no such curve, though single readings can be large or run the other way; the % refers to the signal ratio; note: potency is the fitted concentration of half-maximal effect; % is set by controls: 0 for no effect and ±100 for the full control effect
Target sequence (Q9NR56 whole entry, looked up): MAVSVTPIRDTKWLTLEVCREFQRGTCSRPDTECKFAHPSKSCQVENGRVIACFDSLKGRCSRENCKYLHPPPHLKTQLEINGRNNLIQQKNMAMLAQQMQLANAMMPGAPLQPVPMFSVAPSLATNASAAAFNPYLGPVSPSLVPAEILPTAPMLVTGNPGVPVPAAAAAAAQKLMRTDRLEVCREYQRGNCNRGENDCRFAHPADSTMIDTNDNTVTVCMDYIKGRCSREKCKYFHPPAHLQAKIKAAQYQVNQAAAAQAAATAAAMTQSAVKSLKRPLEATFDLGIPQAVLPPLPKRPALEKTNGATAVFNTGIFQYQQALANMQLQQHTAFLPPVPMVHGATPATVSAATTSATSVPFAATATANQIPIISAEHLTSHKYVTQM
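Compound titration spanned 92 nM–58 uM against the MBNL1-His/biotin-(CUG)12 complex. After 60 min at room temperature with 5 nM streptavidin-XL665 and 0.055 ng/ul terbium anti-His, ratiometric 665/545 nm emission (Ex 340 nm) normalized to controls.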
TCR act = activates T cell receptor signaling; primary human leukocytes, anti-CD3, IL-2 HTRF, 48 h; Potency, µM (series often up to 9.22 µM), inactives show top-dose activation of IL-2 secretion, actives largely listed as activators; 330,000 tested, under 10 active; note: % of control where 0% means no effect
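Primary human leukocytes incubated 48 hr with anti-CD3 beads plus compound, without co-stimulation. Secreted IL-2 measured by HTRF (europium cryptate/d2 anti-IL-2 pair, 320 nm excitation, 665 nm emission).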
ASM inhibitor = inhibitors of human secretory acid sphingomyelinase. AID 504937. Potency, µM (highest dose often 57.5 µM), for the others: top-dose activity change, negative = inhibition, hits mostly inhibitors. placental ASM, HMU-PC fluorogenic substrate, 60 min. P17405. 340,000 tested, 0.006% active; note: potency is the fitted concentration of half-maximal effect
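Human placenta-derived ASM preincubated with compound 10 min at room temperature, then reacted with 9 uM (final) fluorogenic HMU-PC substrate for 60 min at 37 C. Stop solution raises pH to 10; fluorescence read at Ex 386/Em 447 nm.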
Integrin act MD = activators of alpha7 integrin expression for muscular dystrophy; alpha7betagal myoblasts, beta-gal FDG fluorescence, 48 h; 350,000 tested, 0.064% active; AID 624291; Potency, µM (highest dose often 38.3 µM), for inactives: at the highest dose activation, usual class: activators;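 note: potency is the fitted concentration of half-maximal effect; 100% = response of the positive control SU9516; nearly all actives have a fitted effect of over 60% in size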
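alpha7betagal+/- myoblasts (passage 13, 250/well) treated 48 h at 37C with compounds at 1:260 dilution of DMSO stock. Lysed, then beta-galactosidase activity read as FDG fluorescence (ex 480/em 540) after 30 min, with pre-read for autofluorescence.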
A-T KAP1 phos = potential ataxia-telangiectasia treatment; […] A-T fibroblasts, KAP-1 phosphorylation AlphaLISA; neocarzinostatin DNA damage 30 min before lysis; Potency, µM (titrated, usually from 57.5 µM), for inactives: at the top dose activation, most hits filed as activators; 320,000 tested, 0.19% active; AID 485349; note: potency is the fitted concentration of half-maximal effect; % of control where 0% means no effect; nearly all actives have a fitted effect of over 45% in size
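hTERT-immortalized A-T patient fibroblasts ([…]), 500 cells/well in OPTI-MEM, 1% FBS, got compounds for 60 min, then NCS for 30 min at 37C. Lysates were then assayed for phospho-KAP-1 by AlphaLISA (anti-pKAP1 donor, anti-KAP1 acceptor beads), 6 hr at 25C.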
Menin-MLL TR inh = displaces Texas Red mutant MLL peptide from human menin; O00255; Menin + Texas Red MLL mutant peptide, fluorescence polarization; Potency, µM (top dose mostly 61.6 µM), without a hit: at the highest dose FP activity change, negative = inhibition, hits mostly inhibitors; 270,000 tested, 0.23% active; AID 1768; active = well fitted inhibition curve with a large enough effect in the polarisation, with a control signal flat, not every such curve was filed as active; inconclusive = small, poorly fitted or top-dose-only effect, or effect the other way, or a change in a side signal; inactive = no such curve, though single readings can be large or run the other way; the % refers to the polarisation; note: potency is the fitted concentration of half-maximal effect; % of control where 0% means no effect; many of its hits are not listed in these tables
* hit, by the source's call; ? = inconclusive; / = not tested or not shown; [ ] = another dose, or the depositor's remark. Unless noted, calls come from the whole dose curve; as a rule, active = well fitted curve in the direction sought with a large enough effect; inconclusive = small, poorly fitted or top-dose-only effect, or another doubt; inactive = no such curve, though single readings can be large; an effect the other way counts as inactive or inconclusive.

SMILES	CXXC DNA block	TSHR antagonist	TSG101-PTAP inh	Mito fusion act	MBNL1-CUG inh	TCR act	ASM inhibitor	Integrin act MD	A-T KAP1 phos	Menin-MLL TR inh
Cc1ccc2c(CC(=O)OC(C)C(=O)Nc3ncc(Cl)cc3Cl)coc2c1 (configuration not stated)	-5.3%	-3.8	-8.5%	8.7%	-20.4%	9.2%[46.1 µM]	-0.7%	0.0%	1.6%	10.1%
COc1ccc(C(=O)NCC(c2cccs2)N2CCOCC2)cc1OC (configuration not stated)	/	7.4	-1.7%	-2.0%	/	-0.5%	2.9%	2.7%	1.5%	/
Cc1cc(C(=O)OCC(=O)N2CCN(c3ccccc3)CC2)c2ccccc2n1	2.2%	3.3	-5.8%	-1.1%	?	1.2%	-5.3%	11.6%	4.8%	-11.6%
CC(=O)Nc1ccc(S(=O)(=O)Nc2nc3ccccc3nc2Nc2cccc(S(N)(=O)=O)c2)cc1	14.8%	6.7	-0.1%	0.1%	/	-2.6%	220.5%[activator]	17.1%	-0.1%	/
CCOC(=O)C1CCCN(CCC(=O)Nc2cc(C)ccc2C)C1 (configuration not stated)	1.2%	3.4	-1.8%	0.6%	-1.1%	-0.9%	6.5%	-3.7%	-2.4%	-19.0%
O=C(COC(=O)c1ccncc1)NCCCc1ccccc1	3.0%	26.3	-4.6%	1.3%	-3.1%	1.3%	8.4%	-1.8%	2.3%	14.3%
COc1ccc(S(=O)CC(=O)Nc2ccc(Cl)cc2Cl)cc1 (configuration not stated)	-7.8%	0.4	-6.0%	2.3%	1.4%	1.8%	-0.5%	7.0%	-4.4%	-0.3%
CN(C)S(=O)(=O)c1ccc(Cl)c(NC(=O)COC(=O)C2CCCO2)c1 (configuration not stated)	1.3%	-4.0	-4.6%	-1.5%	-5.8%	0.3%	6.1%	27.9%	9.1%	/
COc1ccc(CN(CC2CCCO2)C(=O)CN2C(=O)C(C)Oc3ccc(C)cc32)cc1OC (configuration not stated)	4.5%	4.9	-5.6%	5.9%	-0.9%	10.2%[46.1 µM]	-2.6%	-3.7%	-2.2%	-10.5%
O=C(N1CCOCC1)N1CCN(C(c2ccccc2)c2ccccc2)CC1	1.8%	-0.8	-5.3%	0.1%	0.2%	-58.0%	3.6%	-17.0%	6.3%	0.1%
Cc1nnc(SCC(=O)Nc2ccc3c(c2)OCO3)n(N)c1=O	0.6%	4.5	-2.1%	-1.9%	-4.1%	10.8%	-0.2%	-24.1%	0.7%	-4.0%
CCCc1cc(C(=O)Nc2cc(C)nn2-c2ccccc2)no1	-0.2%	-16.9	-1.0%	1.3%	-13.7%	4.0%	1.0%	-6.8%	12.6%	-0.6%[11.7 µM]
Cc1csc(NC(=O)CCC(=O)c2cccs2)n1	1.2%	-3.2	0.9%	-0.5%	-1.3%	-4.3%	-3.9%	8.5%	0.0%	0.8%
COc1ccc(N2CCN(c3ccc(NC(=O)NN)cc3)CC2)cc1	17.5%	-0.4	-2.4%	-5.3%	-7.5%	/	0.9%	-25.5%	-0.7%	?
Cc1cc(C)n2nc(SCc3cccc(S(=O)(=O)N(C)C)c3)nc2n1	46.7%	-6.4	-1.6%	-19.3%	-3.8%	5.4%	-2.8%	-30.0%	-5.3%	-16.5%
O=C(Nc1ccccc1C(=O)N1CCOCC1)C1CC(=O)N(c2ccc(F)cc2)C1 (configuration not stated)	0.1%	4.6	-0.4%	-0.4%	9.7%	0.3%	5.4%	3.6%	0.8%	/
COc1ccc(N(CC(=O)NCc2ccccc2OC)S(=O)(=O)c2ccccc2[N+](=O)[O-])c(OC)c1	7.2%	16.1	-0.8%	3.5%	-3.1%	/	1.9%	-13.7%	-2.8%	2.5%
COc1ccc(N(CC(=O)NC2CCCC2)C(=O)CCC(=O)Nc2cc(C)on2)cc1	-0.7%	-5.5	-1.2%	-3.5%	-3.9%	-4.1%	2.1%	-6.0%	-5.7%	-27.3%
Cc1ccccc1N=C1NC(=O)/C(=C/c2cccn2C)S1	105.9%[activator]	-4.2	0.5%	6.3%	?	2.6%	-9.1%	5.0%	10.1%	/
O=C(Nc1cccnc1)c1ccc(COCC(F)(F)F)cc1	5.4%	1.8	-1.6%	2.3%	2.9%	8.5%	-0.4%	4.4%	-6.5%	8.2%
COc1ccc(OC)c(N/C=C/C(=C(C#N)C#N)N(C)C)c1	-3.2%	0.1	-0.3%	0.1%	-1.9%	7.2%	-4.1%	-21.4%	-1.1%	6.1%
N/C(=N\OC(=O)c1ccco1)c1ccccc1	13.5%	-2.8	-6.0%	1.4%	-12.7%	0.5%[46.1 µM]	2.6%	9.1%	1.3%	-3.0%
CCCNC(=O)Nc1ccc2c(c1)nc(C)n2C	0.8%	-4.7	3.6%	0.1%	-3.2%	5.4%	0.3%	10.7%	1.9%	-22.3%
Cc1onc(-c2ccccc2)c1C(=O)Nc1c(C)n(C)n(-c2ccccc2)c1=O	0.4%	11.1	-1.7%	-3.7%	-2.6%	-11.1%	1.6%	21.8%	1.1%	13.7%
Cc1cccc(N2C(=NC(=O)c3ccccc3)SC3CS(=O)(=O)CC32)c1 (configuration not stated)	5.0%	-0.4	-0.1%	-4.4%	-4.7%	/	-5.0%	14.0%	-5.3%	/
SMILES	CXXC DNA block	TSHR antagonist	TSG101-PTAP inh	Mito fusion act	MBNL1-CUG inh	TCR act	ASM inhibitor	Integrin act MD	A-T KAP1 phos	Menin-MLL TR inh
Cc1ccsc1C=Nc1ccc(O)cc1	7.3%	-22.3	0.6%	-3.3%	?	-1.7%	-1.0%	-49.7%[inhibitor]	31.3%	?
COc1ccc(-n2nc(C(=O)NCC(=O)Nc3cc(Cl)c(OC)cc3OC)c3ccccc3c2=O)cc1	31.2%	0.5	1.7%	-1.9%	-0.3%	-8.4%	-7.8%	-84.7%[inhibitor]	-6.2%	43.5%[activator]
COC(=O)C1CCN(CC(=O)Nc2ccc(OC)c(Cl)c2)CC1	9.0%	13.6	-5.1%	-12.3%	-11.8%	1.5%	2.7%	-4.1%	-3.5%	-1.7%
CC1(c2ccc(Cl)cc2)NC(=O)N(CC(=O)Nc2cccnc2Cl)C1=O (configuration not stated)	/	2.5	-0.6%	-7.2%	/	3.3%	0.2%	-13.6%	10.0%	/
COC(=O)[C@H](Cc1ccccc1)NC(=O)N(C)Cc1ccccc1	1.9%	7.4	-3.3%	4.1%	-9.2%	-1.7%	2.9%	-15.8%	-26.9%	/
COc1ccccc1-c1oc2ccccc2c1C#CC(C)(C)O	/	15.1	/	?	/	-5.6%	56.2%[activator]	8.2%	10.7%	/
CCc1ccc(OCC(=O)NNC(=O)Cc2cccs2)cc1	6.0%	19.5	1.9%	-3.3%	-1.6%	0.2%[46.1 µM]	1.4%	34.0%	1.6%	0.2%
Cc1ccc(Cl)cc1N=C(N)N=C(N)N	3.5%	19.6	-1.8%	-1.0%	3.1%	-25.3%	2.2%	-37.0%	0.0%	3.8%
COc1ccc(C2Sc3nncn3N2Cc2ccc(C#N)cc2)cc1 (configuration not stated)	-17.7%	0.9	-1.3%	-0.4%	-9.5%	-1.7%	2.3%	23.8%	-2.6%	-0.9%
O=c1[nH]c2c(cc1CNCCN1CCOCC1)c(-c1cccc(F)c1)nn2-c1ccccc1	-15.0%	-8.9	/	-2.3%	4.9%	/	/	/	5.6%	18.7%
Oc1cccc(NC(=S)Nc2ccc(SC(F)F)cc2)c1	9.3%	11.4	-0.6%	-1.9%	/	-6.7%	-8.6%	1.6%	1.0%	0.3%
COc1ccccc1N1CCN(C(=O)Cc2ccc(Cl)cc2)CC1	1.4%	-6.5	0.9%	-1.0%	-1.5%	/	-0.4%	11.7%	9.4%	-6.9%
Cn1c(CC(=O)NNC(=O)c2ccccc2[N+](=O)[O-])nc2ccccc21	/	2.2	-0.1%	-8.7%	/	/	-2.1%	-31.5%	-1.8%	/
CC1Cc2ccccc2N1C(=O)c1cc2sccc2n1Cc1ccc(F)cc1 (configuration not stated)	5.3%	11.0	-1.3%	24.7%	6.1%	-2.4%[46.1 µM]	-11.0%	39.2%	2.0%	27.6%
O=C(NCC(c1ccco1)N1CCc2ccccc2C1)c1cccc([N+](=O)[O-])c1 (configuration not stated)	/	-6.4	-1.0%	?	/	-22.7%	-2.0%	-10.6%	-0.8%	/
CC1=NNC(=O)C1CCC(=O)N/N=C\c1cccc(Cl)c1 (configuration not stated)	6.4%	-0.9	-3.5%	5.5%	4.3%	0.4%	-1.4%	-25.5%	1.7%	-0.5%
CC1CCCC(NC(=O)CN2C(=O)NC(C)(c3ccccc3)C2=O)C1C (configuration not stated)	/	4.7	-1.1%	-2.9%	/	3.0%	0.3%	-28.0%	20.4%	/
CC(C)(C)C(=O)Nc1ccccc1N1CCN(c2ccc(F)cc2)CC1	0.1%	-2.7	1.3%	-0.1%	4.4%	-0.9%	-4.0%	10.3%	-3.3%	-11.5%

These rows are one share of the data. The share of hits here may be higher or lower than overall.
